Compound activity as filed in PubChem.
STAT3 activator: activators of IL-6 induced STAT3 signaling | 190,000 compounds, 0.91% hits | activation (% of control), % at 5.6 µM | AID 871 | U3A cells, IL-6 STAT3-luciferase reporter, luminescence; 100% = signal with IL-6 EC80 alone;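 active = activation above the screen-wide mean of compound activation plus 3 SD, cut at about 130% in these data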;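 note: 0% = background luminescence of wells with medium and substrate only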
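System – human U3A cells carrying STAT3-luciferase construct · Probe or stimulus – Interleukin-6, 33 ng/mL · Schedule – compound 1 h, then IL-6 6 h at 37 °C · Signal – luminescence from STAT3-driven luciferase reporter · Evaluation – percent of IL-6-only median luminescence · Benchmarks – IL-6-only high control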
STAT1 act: increases IFN-gamma driven STAT1 reporter signal | NIH 3T3 STAT1-luciferase reporter, luminescence; 100% = IFN-gamma alone, no compound | 200,000 compounds, 2.6% hits | activation (% of control), % at 5.5 µM;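 active = activation above the screen-wide mean activation plus 3 SD, cut at about 130% in these data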;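 note: raw ratio to IFN-gamma control signal so 100% means no change and 0% no light; values of inactives mirror those of a sister screen read the other way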
NF-kB neuron act: compounds increasing NF-kB expression in human neuronal cells | NF-kB reporter expression; hits give high values | fold change at 12.5 µM | 190,000 compounds, 1.6% hits; in the data active = fold change above about 3.3
STAT3 blocker: STAT3 signaling inhibition; AID 862; 190,000 compounds, 0.89% hits; inhibition, % at 5.5 µM; U3A cells, IL-6 STAT3-luciferase reporter, luminescence; host cell line lacks STAT1;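 active = inhibition above the mean inhibition across all screened compounds plus 3 SD, cut at about 44% in these data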;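 note: 0% = DMSO only wells and 100% = 100 µM nifuroxazide control wells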
APP 5'UTR act: activates APP 5'UTR luciferase reporter. activation, % at 2 µM. SH-SY5Y APP 5'UTR luciferase reporter, luminescence; zero percent = DMSO vehicle wells. 190,000 compounds, 1% hits. AID 1276;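 active = activation above a set limit, based on mean plus 3 SD of controls, cut at about 140% in these data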; note: values of inactives mirror those of a sister screen read the other way
TLR4-MyD88 BLA: TLR4-MyD88 interaction inhibition in cells | AID 861 | O00206+Q99836 | HeLa CL3-4 TLR4/MyD88 BLA complementation, FRET ratio | 200,000 compounds, 0.18% hits | inhibition, % at 8.4 µM; in the data active = inhibition above about 25%;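 note: 0% = vehicle and 100% = reference inhibitor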
Target sequence (O00206 whole entry, looked up): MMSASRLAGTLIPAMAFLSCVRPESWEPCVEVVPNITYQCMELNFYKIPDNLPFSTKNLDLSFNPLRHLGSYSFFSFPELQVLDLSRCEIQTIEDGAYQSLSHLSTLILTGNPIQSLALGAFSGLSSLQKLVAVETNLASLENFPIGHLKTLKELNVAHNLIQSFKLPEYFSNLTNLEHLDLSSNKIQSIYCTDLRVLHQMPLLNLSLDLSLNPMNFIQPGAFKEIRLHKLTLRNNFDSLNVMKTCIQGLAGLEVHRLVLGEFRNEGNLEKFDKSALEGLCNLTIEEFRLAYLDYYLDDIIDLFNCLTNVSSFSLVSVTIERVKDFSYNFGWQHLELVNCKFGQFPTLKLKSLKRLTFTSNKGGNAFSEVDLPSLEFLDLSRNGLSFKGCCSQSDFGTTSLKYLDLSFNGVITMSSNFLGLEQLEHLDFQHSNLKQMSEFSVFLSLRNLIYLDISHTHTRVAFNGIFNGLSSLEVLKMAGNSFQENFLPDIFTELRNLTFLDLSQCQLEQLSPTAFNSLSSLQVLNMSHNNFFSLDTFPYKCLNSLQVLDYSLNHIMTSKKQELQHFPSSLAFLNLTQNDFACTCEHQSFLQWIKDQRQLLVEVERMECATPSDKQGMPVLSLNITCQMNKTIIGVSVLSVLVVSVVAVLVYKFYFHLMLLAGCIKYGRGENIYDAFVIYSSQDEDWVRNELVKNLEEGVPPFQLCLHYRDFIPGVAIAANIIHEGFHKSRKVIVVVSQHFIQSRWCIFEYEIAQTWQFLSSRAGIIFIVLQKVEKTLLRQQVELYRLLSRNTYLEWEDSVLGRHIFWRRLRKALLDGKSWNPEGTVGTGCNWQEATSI
Target sequence (Q99836 whole entry, looked up): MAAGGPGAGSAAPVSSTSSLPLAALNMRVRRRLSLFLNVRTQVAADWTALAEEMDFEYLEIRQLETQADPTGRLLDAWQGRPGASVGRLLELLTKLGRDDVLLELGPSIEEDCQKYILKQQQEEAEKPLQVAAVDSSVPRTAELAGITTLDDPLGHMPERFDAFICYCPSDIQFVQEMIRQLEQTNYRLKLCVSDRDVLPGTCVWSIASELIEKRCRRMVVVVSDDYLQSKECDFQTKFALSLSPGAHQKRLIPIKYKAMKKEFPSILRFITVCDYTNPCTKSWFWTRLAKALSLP
STAT1 blocker: STAT1 signaling inhibition. AID 920. inhibition, % at 5.5 µM. NIH 3T3 STAT1-luciferase reporter, IFN-gamma, luminescence. 200,000 compounds, 0.35% hits;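 active = inhibition above a set limit, the mean inhibition across all tested compounds plus 3 SD, cut at about 34% in these data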;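 note: 0% = IFN-gamma with DMSO and 100% = IFN-gamma with 300 µM nifuroxazide; values of inactives mirror those of a sister screen read the other way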
Hsp70 act: transcriptional activators of Hsp70; AID 1203; activation, % at 10 µM; 200,000 compounds, 0.04% hits; HeLa Hsp70 promoter luciferase reporter, luminescence; scaled: vehicle 0, proteasome-inhibitor control 100%;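 active = activation above the mean across all tested compounds plus 3 SD, cutoff set per campaign, cut at about 5.5% in these data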;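 note: 100% = MG132 at 30 µM as the positive control and 0% = DMSO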
DTT redox prof: compounds producing H2O2 with reducing agent – biochemical, NIH compound library profiling, artefact control for MLSCN library redox annotation, primary screen; DTT-dependent redox cycling H2O2, phenol red/HRP absorbance; 100% = 100 µM peroxide control, 0% = buffer; activation, % at 10 µM; 200,000 compounds, 0.03% hits; AID 878;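 active = activation of at least 50% relative to the plate's high and low controls in the primary single-dose screen; inactive = activation below 50%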;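 note: compound incubated with DTT at 0.8 mM final as the reducing agent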
Efa HMGR inh: inhibitors of class II HMG-CoA reductase from Enterococcus faecalis. purified E. faecalis HMGR, NADPH absorbance 340 nm kinetic. 190,000 compounds, 0.41% hits. inhibition, % at 10 µM;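 active = inhibition above a set limit, the median over all tested compounds plus 3 SD, cut at about 9.5% in these data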;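 note: enzyme runs in reverse so mevalonate oxidation gives rising NADPH absorbance; 0% = complete reaction with DMSO and 100% = background rate lacking mevalonate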
Active calls of the source: *; . = no result given. Hits appear at their usual frequency. About 5.6% of those tested had a hit in this group.

SMILES | STAT3 activator | STAT1 act | NF-kB neuron act | STAT3 blocker | APP 5'UTR act | TLR4-MyD88 BLA | STAT1 blocker | Hsp70 act | DTT redox prof | Efa HMGR inh
Cc1nc(C)n(CC(=O)N2CCCC(C(=O)c3ccc(C(F)(F)F)cc3)C2)n1 (stereo not drawn) | 97 | 96 | 1.2 | 14 | -24 | -5 | 4 | 0.1 | 1.2 | -4
CCCCOCCCNC(=O)c1cccc(OC)c1 | 99 | 104 | 1.1 | 3 | 14 | 5 | -4 | -0.2 | -0.1 | -3
COc1cc(OC)cc(C(=O)NC2CCSC2=O)c1 (stereo not drawn) | 104 | 103 | 1 | 1 | -4 | -1 | -4 | -0.2 | 2.0 | 5
CCOC(=O)C(NC(=O)c1cccc(Cl)c1)(OCc1ccccc1)C(F)(F)F (stereo not drawn) | 111 | 104 | 0.86 | -12 | -1 | -5 | -5 | -0.1 | -0.5 | -4
CCC(C)(C)NC(=O)Cn1c(-c2ccccc2)cc(C(C)=O)c1C | 101 | 97 | 1.1 | 7 | 8 | -2 | 3 | -0.2 | 0.3 | 5
Cc1cc(C)c2nc(-c3ccco3)cc(C(=O)O)c2c1 | 107 | 105 | 1.5 | -5 | 13 | 6 | -7 | -0.1 | -1.1 | -4
CCOC(=O)c1cnc2scnn2c1=O | 106 | 98 | 0.87 | -4 | -7 | -10 | 2 | -0.1 | -0.5 | 4
COC(=O)C(CC(C)C)Oc1ccc2c(C)cc(=O)oc2c1 (stereo not drawn) | 96 | 102 | 0.9 | 9 | -1 | -15 | -2 | -0.3 | 1.4 | 0
C=C(C)C1CC=C(C)/C(=N/NC(=S)Nc2ccccc2)C1 (stereo not drawn) | 89 | 98 | 1.1 | 16 | -3 | 0 | 3 | -0.2 | -0.1 | -1
Cc1nnsc1C(=O)Nc1ccc(Cl)cc1Cl | 85 | 96 | 1 | 21 | -14 | 6 | 4 | -0.2 | -4.0 | -5
CCOC(=O)c1cnn(-c2ccccc2)c1NC(=O)c1ccc(C)cc1 | 95 | 99 | 1.1 | 13 | . | 6 | 2 | -0.3 | -0.1 | -1
O=C(CN1C(=O)c2ccccc2S1(=O)=O)c1ccccc1 | 50 | 44 | 0.15 | 65* | -3 | -7 | 62* | -0.5 | -0.3 | -3
CC1C=CCC2C(=O)N(c3cccc(C(=O)N4CCCCCC4)c3)C(=O)C12 (stereo not drawn) | 104 | 101 | 1.4 | 3 | 14 | -1 | -2 | -0.3 | -0.4 | -5
CC1Cc2ccccc2N1C(=O)CSc1nn2c(=O)c(C(C)(C)C)nnc2s1 (stereo not drawn) | 103 | 87 | 1.2 | 4 | 15 | -3 | 12 | -0.2 | 0.6 | -5
COc1cccc(-c2nc(C(N)=O)c3[nH]c(=O)n(-c4cccc(Cl)c4)c3n2)c1OC | 104 | 106 | 1 | -5 | 17 | -5 | -5 | -0.2 | 0.2 | -8
COc1ccc(/C=C/C(=O)Nc2cc(=O)n(C)c(=O)n2C)cc1 | 80 | 98 | 1.1 | 24 | 14 | -18 | 2 | -0.3 | -0.5 | -5
CNC(=S)NCc1ccc2[nH]c(C)cc2c1 | 96 | 101 | 1.1 | 9 | -3 | -7 | -1 | -0.3 | -0.8 | -3
CCOc1ccc(Nc2nc3c(c(=O)[nH]2)CCCC3)cc1 | 94 | 100 | 0.98 | 11 | -5 | 8 | 0 | -0.2 | 2.9 | -3
Oc1oc(-c2ccc(Br)cc2)nc1/C=N/c1ccccn1 | 93 | 118 | 2.4 | 13 | 32 | -2 | -17 | 0.2 | -0.2 | -6
CCCC(=O)n1nc(-c2ccco2)nc1SCc1ccccc1 | 99 | 108 | 1.2 | 1 | -3 | -11 | -7 | -0.1 | -0.5 | -7
Cc1c(Cl)cccc1NC(=O)CSc1ncnc2c1cnn2CCc1ccccc1 | 95 | 104 | 1.3 | 4 | -12 | -1 | -4 | 0.2 | 0.1 | -4
O=C(NCC1CCCO1)C1CC(=O)N(C2CCCC2)C1 (stereo not drawn) | 100 | 105 | 1.3 | -3 | -10 | 9 | -5 | 0.0 | 0.1 | 0
Cc1ccnc(NC(=O)Nc2ccc(F)cc2)c1 | 97 | 158* | 4.8* | 7 | 84 | 1 | -63 | 0.1 | 3.5 | 1
S=C1NC[C@H](Cc2ccccc2)N1CCCCC1CCCCC1 | . | 98 | 1.5 | . | 4 | 2 | 3 | -0.2 | -1.1 | -3
CCOC(=O)c1ccc(NC(=O)c2ccc(NC(=O)c3ccccc3)cc2)cc1 | 97 | 95 | 1.2 | 9 | 2 | 4 | 5 | 0.3 | -1.2 | -2
SMILES | STAT3 activator | STAT1 act | NF-kB neuron act | STAT3 blocker | APP 5'UTR act | TLR4-MyD88 BLA | STAT1 blocker | Hsp70 act | DTT redox prof | Efa HMGR inh
Cc1csc2ncc(C(=O)NCc3ccco3)c(=O)n12 | 102 | 99 | 1.2 | 1 | 7 | -7 | 1 | 0.2 | 0.5 | -1
NC1=NC(c2cn(-c3ccccc3)nc2-c2cccs2)n2c(nc3ccccc32)N1 (stereo not drawn) | 100 | 95 | 0.77 | 4 | -4 | 2 | 6 | -0.4 | 1.7 | 2
CC(=O)N1CCC(C(=O)Nc2ccccc2)(N(Cc2ccccc2)C(=O)c2cccnc2)CC1 | 95 | 91 | 1.2 | 12 | 0 | 0 | 10 | -0.2 | -1.1 | -2
CC(=O)Nc1ccc(S(=O)(=O)Nc2nc3c(s2)CCCC3)cc1 | 100 | 101 | 0.78 | 4 | -8 | -5 | -1 | 0.2 | 2.6 | 1
CC(=O)c1cc2c(cc1N/C(=N/S(=O)(=O)c1ccc(Br)cc1)c1ccccc1)OCO2 | 103 | 102 | 1.1 | 3 | -6 | 10 | -2 | -0.2 | 0.6 | 0
O=C(CCSCc1cccc(Cl)c1)NCCc1ccccc1 | 101 | 97 | 0.93 | -1 | 9 | 3 | 3 | -0.3 | 0.2 | -1
CC1(C)CC(=O)C(C=NCCN2CCN(C(=O)c3ccc(Br)cc3)CC2)=C(O)C1 | 95 | 98 | 1.2 | 8 | 2 | -13 | 2 | 1.3 | 0.3 | -6
CC(C(=O)NC1CCCC1)N(Cc1ccco1)C(=O)c1snc(C(=O)NC2CCCC2)c1N (stereo not drawn) | 107 | 93 | 0.64 | -5 | 11 | 6 | 8 | -0.1 | 2.6 | -6
COc1ccc(C2=CC(c3cc(OC)c(OC)c(OC)c3)NC(=S)N2)cc1 (stereo not drawn) | 89 | 100 | 1 | 13 | -5 | 3 | 2 | -0.5 | 0.3 | 1
C=CCn1c(CNc2ccc(C)cc2)nnc1SCC(=O)N/N=C/c1ccc(O)cc1O | 78 | 99 | 1.4 | 26 | -3 | -7 | 1 | -0.1 | 0.2 | 3
N/C(=N\OC(=O)CCCN1C(=O)c2ccccc2C1=O)c1ccccn1 | 103 | 97 | 1.3 | 1 | -3 | 4 | 2 | 1.3 | -0.9 | -1
CCN(C(=O)CSc1nnc(-c2ccc(F)cc2)c2ccccc12)C1CCS(=O)(=O)C1 (stereo not drawn) | 110 | 95 | 1.1 | -6 | 14 | 9 | 5 | -0.2 | -0.3 | -4
COc1ccc(NC(=O)C(=O)NCCCO)cc1Cl | 91 | 107 | 1.4 | 13 | 22 | -9 | -7 | -0.2 | -1.0 | 6
CCONC(=NC)c1nonc1N | 94 | 100 | 1.1 | 5 | 9 | -10 | 0 | -0.1 | -0.4 | 3
COc1ccc(S(=O)(=O)N2CCCCC2)cc1NS(=O)(=O)c1cc(Cl)ccc1Cl | 104 | 107 | 0.92 | 0 | 5 | -5 | -8 | -0.1 | -0.1 | -4
CSC1=C(C#N)C(c2ccc3c(c2)OCO3)C2=C(CCCC2=O)N1 (stereo not drawn) | 105 | 91 | 0.83 | -3 | 15 | -17 | 10 | -0.3 | 0.9 | -6
CC(Oc1ccc(Cl)cc1Cl)C(=O)NCCN1CCOCC1 (stereo not drawn) | 109 | 95 | 1.1 | -4 | 11 | 13 | 6 | -0.3 | 1.4 | 1
O=C(OC1CCOC1=O)c1cc(-c2cccc(Br)c2)nc2ccccc12 (stereo not drawn) | 92 | 93 | 1.2 | 17 | 1 | -8 | 5 | -0.1 | -0.7 | -4
O=C(NC1=NCCS1)c1cccc(N2C(=O)c3ccccc3C2=O)c1 | 104 | 99 | 0.84 | 6 | -9 | -10 | -1 | -0.4 | -0.8 | -1
Cc1ccc(C(=O)NCC(=O)OCC(=O)c2ccc3c(c2)NC(=O)CO3)cc1C | 110 | 102 | 1.3 | -11 | 0 | 8 | -4 | -0.3 | -0.2 | -3
Nc1cccc2c1C(=O)N(C(=O)/C=C/c1ccc(F)cc1)C2=O | 94 | 83 | 1.2 | 9 | -17 | 23 | 17 | 0.2 | -2.1 | 2
COc1ccc(Cl)cc1NC(=S)NNC(=O)c1cccnc1 | 101 | 103 | 1.3 | 0 | -5 | -11 | -5 | -0.3 | 0.0 | -7
COc1ccc(C)cc1NS(=O)(=O)c1ccc(Br)s1 | 101 | 100 | 1.1 | -1 | 7 | -8 | 0 | -0.2 | 0.2 | -4
CC1(C)CC(=O)C2=C(C1)NC(Nc1nc3ccccc3o1)=NC2c1ccccn1 (stereo not drawn) | 110 | 99 | 0.73 | -11 | -7 | -7 | -1 | 0.3 | -0.6 | -6
COc1ccc(-n2c(=O)cc(N3CCN(c4ccccc4)CC3)[nH]c2=O)cc1 | 105 | 100 | 1 | -4 | 8 | 8 | 0 | -0.1 | 0.2 | -6
CSC1=NCCN1C(=O)c1cccc(C(F)(F)F)c1 | 102 | 94 | 0.93 | 2 | 2 | -1 | 6 | -0.1 | 2.1 | -2
Cc1cc(-c2ccc(NC(=O)[C@@H]3CCCC[C@@H]3C(=O)O)c(C)c2)ccc1NC(=O)[C@@H]1CCCC[C@@H]1C(=O)O | 98 | 96 | 0.96 | 7 | 21 | 10 | 1 | -0.2 | -0.6 | -2

Structural class, the compounds so far containing a furan ring, fused or not
SMILES | STAT3 activator | STAT1 act | NF-kB neuron act | STAT3 blocker | APP 5'UTR act | TLR4-MyD88 BLA | STAT1 blocker | Hsp70 act | DTT redox prof | Efa HMGR inh
Cc1cc(C)c2nc(-c3ccco3)cc(C(=O)O)c2c1 | 107 | 105 | 1.5 | -5 | 13 | 6 | -7 | -0.1 | -1.1 | -4
CCCC(=O)n1nc(-c2ccco2)nc1SCc1ccccc1 | 99 | 108 | 1.2 | 1 | -3 | -11 | -7 | -0.1 | -0.5 | -7
Cc1csc2ncc(C(=O)NCc3ccco3)c(=O)n12 | 102 | 99 | 1.2 | 1 | 7 | -7 | 1 | 0.2 | 0.5 | -1
CC(C(=O)NC1CCCC1)N(Cc1ccco1)C(=O)c1snc(C(=O)NC2CCCC2)c1N (stereo not drawn) | 107 | 93 | 0.64 | -5 | 11 | 6 | 8 | -0.1 | 2.6 | -6
